FBA Mtb inh – inhibits M. tuberculosis FBA enzyme | purified M. tuberculosis FBA, fluorescence read-out | inhibition, % at 1 µM | 2.3% of 360,000 active; in the data active = inhibition above about 27%;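 also: 0% = vehicle and 100% = reference inhibitor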
Rv3671c inh – Rv3671c (M. tuberculosis) protease inhibition. AID 2606. 0.048% of 320,000 active. inhibition, % at 5.96 µM; in the data active = inhibition above about 38%;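 also: extracellular domain of Rv3671c used as enzyme; 0% = enzyme with DMSO and 100% = no enzyme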
Target sequence (P9WHR9 whole entry, looked up, the tested form may be a part): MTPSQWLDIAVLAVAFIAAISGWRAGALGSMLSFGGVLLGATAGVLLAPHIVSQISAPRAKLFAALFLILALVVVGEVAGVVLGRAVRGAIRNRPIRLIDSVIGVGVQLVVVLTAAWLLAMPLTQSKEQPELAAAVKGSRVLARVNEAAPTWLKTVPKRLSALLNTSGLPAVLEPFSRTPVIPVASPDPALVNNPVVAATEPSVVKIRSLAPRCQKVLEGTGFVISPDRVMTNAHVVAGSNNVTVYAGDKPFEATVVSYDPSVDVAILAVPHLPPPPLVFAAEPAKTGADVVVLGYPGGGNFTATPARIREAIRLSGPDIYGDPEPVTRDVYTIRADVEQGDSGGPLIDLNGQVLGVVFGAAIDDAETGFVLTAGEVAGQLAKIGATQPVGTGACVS
MazEF act – activators of E. coli MazEF toxin-antitoxin RNase. P0AE70. FAM/BHQ RNA-DNA oligo cleavage fluorescence, 5 h. activation, % at 20 µM. 0.32% of 350,000 active. AID 504720; in the data active = activation above about 50%
Target sequence (P0AE70 whole entry, looked up): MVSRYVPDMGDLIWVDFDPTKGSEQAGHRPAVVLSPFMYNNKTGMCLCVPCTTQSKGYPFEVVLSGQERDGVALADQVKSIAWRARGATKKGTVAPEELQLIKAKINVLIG
UGM FP inh – inhibitors of M. tuberculosis UDP-galactopyranose mutase. AID 504406. purified UGM, fluorescence polarization probe displacement. 0.06% of 320,000 active. inhibition, % at 10 µM; in the data active = inhibition above about 10%, passing the limit was not always enough; inconclusive = no clear call, values can overlap the other calls
Target sequence (P9WIQ1 whole entry, looked up): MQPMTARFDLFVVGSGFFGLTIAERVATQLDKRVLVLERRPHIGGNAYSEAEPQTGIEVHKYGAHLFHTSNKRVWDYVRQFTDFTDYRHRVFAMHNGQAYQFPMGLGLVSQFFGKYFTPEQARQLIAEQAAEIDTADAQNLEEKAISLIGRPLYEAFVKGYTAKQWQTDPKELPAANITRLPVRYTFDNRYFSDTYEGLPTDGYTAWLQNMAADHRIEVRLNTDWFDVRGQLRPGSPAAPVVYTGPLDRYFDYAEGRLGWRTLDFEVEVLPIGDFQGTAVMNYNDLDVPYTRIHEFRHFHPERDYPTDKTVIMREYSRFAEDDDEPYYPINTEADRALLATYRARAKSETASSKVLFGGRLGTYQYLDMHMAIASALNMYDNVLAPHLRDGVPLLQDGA
FadD28 FP inh – M. tuberculosis FadD28 bisubstrate binding inhibition; AID 588549; inhibition, % at 12.5 µM; 0.22% of 360,000 active; FadD28 bisubstrate probe binding, fluorescence polarization; in the data active = inhibition above about 8.5%, passing the limit was not always enough; inconclusive = no clear call, values can overlap the other calls
PrPC TRFRET – reduces human prion protein on the cell surface; P04156; cell surface PrPC, TR-FRET read-out; inhibition, % at 13.8 µM; 0.43% of 370,000 active; AID 720596; in the data active = inhibition above about 24%; also: 0% = median of the test wells and 100% = reference compound wells
BoNT-F LC inh – BoNT F light chain protease inhibition | Multiplex microsphere protease cleavage assay, flow cytometry | inhibition, % at 10 µM | 0.22% of 360,000 active; in the data active = inhibition above about 35%, passing the limit was not always enough; inconclusive = no clear call, values can overlap the other calls; also: plate controls were buffer without enzyme for full effect and enzyme alone for no effect
Mtb BioA inh – blocks M. tuberculosis BioA enzyme activity; purified M. tuberculosis BioA enzyme, plate reader; AID 602481; inhibition, % at 9.99 µM; 0.096% of 360,000 active; in the data active = inhibition above about 40%; inconclusive = no clear call, values can overlap the other calls
GDH-TPI inh – inhibits GDH-TPI coupling enzymes, artifact for Mtb FBA screen | inhibition, % at 4.8 µM | GDH-TPI coupled enzyme counterscreen, NADH absorbance | 1.2% of 360,000 active; in the data active = inhibition above about 30%;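 also: 0% = DMSO wells and 100% = wells lacking the enzyme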
* marks the source's active call; other numbers are inactive results; ? = inconclusive; . = no result given; & = joins results of further samples.

SMILES	FBA Mtb inh	Rv3671c inh	MazEF act	UGM FP inh	FadD28 FP inh	PrPC TRFRET	BoNT-F LC inh	Mtb BioA inh	GDH-TPI inh
COC(=O)C1=C(C)NC(=O)/C1=C\c1cc(C)n(-c2c(C)cccc2C)c1C	-3	-6	26	0.7	-2.8	2	-6	-2.2	12
CC(=O)N1CCN(C(=O)c2ccc(C)c(S(=O)(=O)N3CCCCC3)c2)CC1	0	1	-3	1.6	-1.5	5	-5	2.0	5
CC(=O)NCc1ccc(S(=O)(=O)N/N=C/c2ccc(N(C)C)cc2)cc1	1	4	1	-2.5	-1.4	9	-4	.	21
CN1CCC(N2CCCC(C(=O)O)C2)CC1 (stereo not given)	-3	1	4	0.2	-0.5	-1	2	.	-3
CCOC(=O)C1=C(C)N(CCCC(=O)O)C(=O)NC1c1ccccc1OS(=O)(=O)c1ccc([N+](=O)[O-])cc1 (stereo not given)	0	-1	4	-2.1	-3.0	-18	3	-0.2	-5
CCC(=O)OC1c2ccccc2C(=O)N1Cc1ccccc1 (stereo not given)	1	-11	6	-3.0	-1.6	9	-2	0.6	7
COC(=O)C1=C(Nc2ccccc2NC(=O)c2ccccc2C(=O)O)CSC1	1	11	6	-2.0	0.2	-5	?	-1.4	-2
CCOC(=O)N1CCC(N2C(=O)c3ccccc3C2Nc2ccc(S(=O)(=O)N(CC)CC)cc2)CC1 (stereo not given)	0	3	-15	-1.0	-5.5	-3	-3	.	1
CCC(C)(C)C1CCc2[nH]nc(C(=O)NC3CCCCC3)c2C1 (stereo not given)	0	-11	3	-3.7	-1.7	0	0	0.4	-5
COc1ccc(C(C)=O)cc1CSc1nnc(C)s1	-1	4	1	-1.6	-0.9	-4	11	11	0
O=C(COc1ccc2ccc(=O)oc2c1)Nc1cccnc1	15	5	1	-1.2	-1.1	-9	-1	49*	13
O=C(C(c1ccccc1)c1ccccc1)N1CC[C@@]2(O)CCCC[C@H]2C1	0	-4	1	3.6	-1.3	-2	?	2.1	-3
COc1ccc(NC(=O)CSc2nnc(-c3ccoc3C)n2CC2CCCO2)cc1 (stereo not given)	5	0	0	0.6	0.2	6	1	0.7	7
O=C(CN1C(=O)C2CC=CCC2C1=O)NC1CCCc2ccccc21 (stereo not given)	0	4	0	-0.1	0.3	0	-2	-1.3	3
CCc1nc2ccc(C(=O)N3CCN(C(C)=O)CC3)cn2c1N(C)C(=O)c1cccc(OC)c1	-3	.	.	.	-5.3	-2	8	4.2	-1
Cc1cc(C(F)F)nn1CC(=O)N1CCSCC1	-4	-1	-2	-1.5	0.7	0	10	-1.2	5
CCOC(=O)C(Oc1ccc2c(-c3ccc(OC)cc3)cc(=O)oc2c1C)c1ccccc1 (stereo not given)	-2	-10	5	1.2	-1.0	2	-4	-4.4	23
COC(=O)c1ccc(Oc2c(C(F)(F)F)oc3c(CN4CCN(C)CC4)c(O)ccc3c2=O)cc1	-1	0	-5	-0.1	0.1	3	8	-0.8	16
CCOC(=O)c1cocc1C(=O)O	4	.	1	.	-1.4	6	1	.	15
COc1ccc(/C=N/NC(=O)CC(=O)NCCc2ccccc2)cc1OC	-5	6	5	-1.4	-0.7	-3	3	0.7	9
Nc1nonc1NC(=O)CSc1ncccc1C(=O)O	-2	0	0	5.5	-2.0	4	1	-0.5	-4
Cc1ccc(-c2c(C(=O)N/N=C/c3ccc4c(c3)OCO4)nnn2-c2nonc2N)cc1	4	1	-27	1.1	-1.5	2	8	-2.1	43*
O=C(NCCS(=O)(=O)NCCc1ccccc1)c1ccc2c(c1)OCO2	6	-9	2	-1.0	-2.4	1	?	0.2	16
CC1(C)c2ccccc2-c2nc3ccccc3cc2C1O (stereo not given)	3	-9	4	0.7	-5.4	4	?	-1.1	10
CCN(CC)c1ccc(CNc2ccc3c(c2)ncn3CC)cc1	.	-2	2	-3.1	.	15	.	.	.

Complete entries, quoted from the list. Order of screens: FBA Mtb inh	Rv3671c inh	MazEF act	UGM FP inh	FadD28 FP inh	PrPC TRFRET	BoNT-F LC inh	Mtb BioA inh	GDH-TPI inh
Entry for `O=C(C(c1ccccc1)c1ccccc1)N1CC[C@@]2(O)CCCC[C@H]2C1` : 0	-4	1	3.6	-1.3	-2	?	2.1	-3
Entry for `CCOC(=O)C(Oc1ccc2c(-c3ccc(OC)cc3)cc(=O)oc2c1C)c1ccccc1` (stereo not given) : -2	-10	5	1.2	-1.0	2	-4	-4.4	23
Entry for `COc1ccc(NC(=O)CSc2nnc(-c3ccoc3C)n2CC2CCCO2)cc1` (stereo not given) : 5	0	0	0.6	0.2	6	1	0.7	7
Entry for `CCOC(=O)c1cocc1C(=O)O` : 4	.	1	.	-1.4	6	1	.	15

The list continues:
SMILES	FBA Mtb inh	Rv3671c inh	MazEF act	UGM FP inh	FadD28 FP inh	PrPC TRFRET	BoNT-F LC inh	Mtb BioA inh	GDH-TPI inh
Cc1ccccc1N1CN(Cc2ccco2)CNC1=S	3	-4	2	-1.1	-1.2	-7	-6	.	10
O=C(NNC(=O)c1ccncc1)Nc1ccc(Br)cc1	1	.	-4	.	-1.9	1	-8	-0.2	13
CCOC(=O)c1c(N2C(=O)Nc3ccccc3N2O)n[nH]c1-c1cccc(Cl)c1	4	-6	-7	0.8	-1.2	7	-3	.	7
CC(C)c1ccc(NC(=S)NCc2ccc3c(c2)OCO3)cc1	-2	4	5	0.2	5.0	-3	-14	.	13
O=C(O)CCC(=O)Nc1ccc(Cc2ccc(NC(=O)CCC(=O)O)c(O)c2)cc1O	1	2	0	-1.1	-1.7	3	-29	0.0	-2
Cc1ccc(-n2nc3c(c2NC(=O)C2CC2)CS(=O)(=O)C3)cc1C	-1	4	3	1.0	-3.8	-4	2	-0.9	-4
NC(=O)c1cccnc1Sc1ccc(Cl)cc1	0	4	-3	1.4	0.8	-2	-5	-2.3	3
COc1ccc(C(=O)c2ccccc2O)c(O)c1	0	3	-1	-1.5	-1.1	2	-15	0.4	21
CCc1ccc(NC(=O)COC(=O)Cn2cnc3ccccc32)cc1	1	.	-4	.	-1.5	-5	2	-0.5	-6
N#C/C(=C\c1ccccc1)C(=O)N1CCN(c2ccccc2F)CC1	-4	5	1	1.0	-4.3	-5	0	1.3	-15
CCOC(=O)c1cc(CC)sc1/N=C/C1=C(O)CC(C)(C)CC1=O	1	2	4	-0.4	0.8	-4	0	-0.7	3
Cc1ccc(S(=O)(=O)NCC(=O)OCC(=O)NCc2cccs2)cc1	5	4	0	1.6	0.3	-8	6	-1.4	8
COc1ccc2[nH]c3c(c2c1)CCN1C(=O)C(CC(=O)NCCN2CCOCC2)C[C@H](C(=O)N2CCOCC2)[C@@]31CCC1CCCC1 (stereo not given in full)	4	.	9	.	1.3	-6	-6	8.7	9
Cc1nc2ccc(NC(=O)NCc3ccco3)cc2s1	0	-8	-12	-0.4	-1.1	1	4	-1.2	3
C=CCSc1nnc(NC(=O)C23CC4CC(CC(NC(C)=O)(C4)C2)C3)s1	1	-7	-2	2.0	-2.4	-6	2	0.6	0
CC1([N+](=O)[O-])COC2(CCCCC2)OC1	-4	.	-1	.	-0.9	-1	1	0.3	1
CCn1c(SCC(=O)N/N=C/c2ccc(C)o2)nnc1-c1ccc(C)cc1	0	-6	7	-1.0	-4.3	-8	-4	.	16
COc1ccc(S(=O)(=O)N2CCCC2C(=O)NCc2ccccc2Cl)cc1 (stereo not given)	2	-6	5	1.8	-0.2	-2	-3	0.5	-1
CC(C)NC(=O)NC(=O)CSc1ccc(S(=O)(=O)N2CCOCC2)cn1	1	.	1	.	-2.0	10	2	0.9	3
O=C(c1ccc(=O)oc1)N1CCOCC1	11	3	-31	1.1	-2.0	6	-2	-3.1	22
Cc1ccc(C(=O)Cn2nnc3ccccc32)cc1C	-1	0	11	-0.1	1.0	-5	1	4.0	7
COc1ccc(C(=O)NC2CCCc3ccccc32)cc1 (stereo not given)	0	5	8	-5.4	.	-2	-19	.	-9
COc1ccccc1/C=C/C=N/NC(=O)c1cc(-c2ccco2)[nH]n1	-1	-11	8	2.2	-5.0	4	.	0.0	32*
O=C(/C=C/c1cccc(C(F)(F)F)c1)Nc1cccc(C(F)(F)F)c1	0	-158	2	0.7	-6.7	18	-9	-0.4	-2
O=C(COC(=O)c1c(F)cccc1F)Nc1ccc2[nH]c(=O)[nH]c2c1	1	1	-5	2.4	-0.1	-3	-1	.	-3

Next section.
SMILES	FBA Mtb inh	Rv3671c inh	MazEF act	UGM FP inh	FadD28 FP inh	PrPC TRFRET	BoNT-F LC inh	Mtb BioA inh	GDH-TPI inh
CCOC(=O)CC(NC(=O)c1cccc2c1C(=O)N(Cc1cccnc1)C2)c1ccc(OC(C)C)cc1 (stereo not given)	2	-7	10	0.0	0.3	-1	-2	.	5
c1coc(-c2ccnc(-n3cccc3)n2)c1	31*	5	4	.	-2.1	0	-4	-0.6	2
CCN(CC)c1ccc(/C=N/NC(=O)c2c[nH]c3ccccc23)cc1	24	25	9	0.8	2.4	11	-1	.	30
O=C(CN1c2cccc3cccc(c23)S1(=O)=O)NCc1ccc2c(c1)OCO2	13	6	-6	1.7	-0.9	-7	0	-0.3	5
CCC(C(=O)OCc1csc(CC(=O)Nc2ccccc2C)n1)c1ccccc1 (stereo not given)	4	-16	-10	-0.6	0.2	5	-5	-4.5	2
CCCCNC(=O)C1CCN(S(=O)(=O)N2CCOCC2)CC1	1	1	3	0.3	-0.4	0	-8	0.4	2
COCCN(C(C)=O)c1nnc(-c2ccccn2)s1	10	8	-2	-0.8	-2.7	-4	-3	-0.2	1
COc1ccccc1N(CCC#N)C(=O)CSc1nnc2ccccn12	0	0	4	2.5	0.5	5	-8	0.0	0
O=C1CCC(C(=O)OCC(=O)N2N=C3/C(=C\c4ccccc4)CCCC3C2c2ccccc2)N1 (stereo not given)	3	.	2	.	.	4	2	1.1	11
Cc1ccc(NC(=O)CSc2ccc(-c3ccc4c(c3)OCO4)nn2)cc1F	5	6	5	2.0	-1.0	7	2	-2.8	12
CC(=O)Nc1ccc(S(=O)(=O)Nc2ccc(N3CCOCC3)c(F)c2)cc1	-2	3	-13	-0.6	0.9	0	.	-3.2	12
CCOc1ccc(NC(=O)c2ccccc2OC)cc1	-7	-3	4	-0.2	-1.7	-4	-9	-1.0	6
O=C(O)c1c(-c2ccccc2)c2oc3ccccc3c2[nH]c1=O	108*	-7	5	2.0	-1.6	-4	3	-0.5	17
CCCC(c1nnnn1Cc1ccc(F)cc1)N1CCN(CC)CC1 (stereo not given)	2	-15	7	-1.5	-0.5	-7	-9	.	4
C[C@H](CO)N1C[C@H](C)[C@@H](CN(C)CC2CCCCC2)Oc2ccc(NS(C)(=O)=O)cc2C1=O	-1	-1	-2	3.6	0.5	-1	-5	-0.7&0.4	3
CCOC(=O)N1CCc2c(sc3c2c(=O)n(Cc2ccccc2)c(=O)n3Cc2ccc(C)cc2)C1	-1	7	2	2.5	-0.1	-11	5	-1.5	-11
COc1ccc(C(=O)O)cc1S(=O)(=O)NC1CCN(Cc2ccccc2)CC1	1	-2	2	-0.2	-2.3	-6	7	-0.6	10
COc1cccc(N2CCN(CC(=O)Nc3nc4c(s3)CC(C)CC4)CC2)c1 (stereo not given)	-6	3	2	0.1	-3.1	4	-18	0.8	-2
CCn1cc(C(=O)NCC2CCCO2)c(=O)c2cc(S(=O)(=O)N(C)C)ccc21 (stereo not given)	4	-1	5	-1.6	0.3	-8	2	7.8	28
CCCOC(=O)c1ccc(NC(=O)c2cc(=O)[nH]c3ccccc23)cc1	0	-6	9	-2.9	-1.7	7	-7	.	18
Cc1ccc(OCCNC(=O)CNC(=O)c2ccc(Cl)c([N+](=O)[O-])c2)cc1	2	2	6	-1.9	0.6	-23	-6	-0.5	5
C=CCN1C(=O)c2ccc(C(=O)N(C)CC(=O)Nc3ccccc3C(F)(F)F)cc2C1=O	1	1	1	-1.9	-3.1	-6	8	-1.1	-2
COc1cc(NC(=O)C2CCCN(S(=O)(=O)c3ccc4c(c3)CCCN4C(C)=O)C2)cc(OC)c1 (stereo not given)	-2	-1	-7	0.1	-1.9	41*	2	.	9
Cc1nc(CNS(=O)(=O)c2ccc3ccccc3c2)cs1	1	-4	4	-1.1	-0.3	6	3	-0.8	12
O=C(N/N=C/c1cccc(O)c1)c1ccc2c(c1)OCCO2	3	9	7	-4.0	-0.5	2	2	1.2	18

Some values from the entries so far:
`CCOC(=O)c1cc(CC)sc1/N=C/C1=C(O)CC(C)(C)CC1=O` – UGM FP inh = -0.4
`CCOC(=O)C1=C(C)N(CCCC(=O)O)C(=O)NC1c1ccccc1OS(=O)(=O)c1ccc([N+](=O)[O-])cc1` (stereo not given) – GDH-TPI inh = -5
`COC(=O)C1=C(C)NC(=O)/C1=C\c1cc(C)n(-c2c(C)cccc2C)c1C` – FBA Mtb inh = -3
